Vif-A3G inh: qHTS for Inhibitors of Vif-A3G Interactions: qHTS. DNA dC->dU-editing enzyme APOBEC-3G (Homo sapiens), Q9HC16. HeLa A3G-eYFP + Vif (tagged APOBEC3G with the HIV-1 protein that degrades it), YFP fluorescence, overnight. Potency, µM (doses to about 46.1 µM), inactives show at the top dose activity, negative = active, most hits filed as inhibitors. 410,000 tested, 0.076% active;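 note: % is set by controls: 0 for no effect and ±100 for the full control effect; nearly all actives have a fitted effect of over 60% in size; hits raise eYFP signal because A3G escapes Vif-driven loss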
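Read-out is eYFP fluorescence (Ex 488/Em 500-530) from Vif-expressing HeLa A3G-eYFP cells; more signal means A3G escaped Vif-mediated degradation. Cells plated overnight, compound pinned in, incubated overnight at 37 deg C.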
Vif-A3F inh: qHTS for Inhibitors of Vif-A3F Interactions: qHTS | HeLa A3F-eYFP + Vif (tagged APOBEC3F with the HIV-1 protein that degrades it), YFP fluorescence increase | 390,000 tested, 0.2% active | Potency, µM (highest dose often 46.1 µM), without a hit: at the highest dose activity, negative = active; note: % of control where 0% means no effect; nearly all actives have a fitted effect of over 65% in size
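HeLa cells stably expressing Vif plus C-terminally eYFP-tagged A3F were seeded, incubated overnight at 37 deg C, dosed with compound, incubated overnight again at 37 deg C. Yellow fluorescence (Ex 488/Em 500-530) reported blocked Vif-mediated A3F-eYFP degradation.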
USP1-UAF1 inh: Inhibitors of USP1/UAF1: Primary Screen | recombinant USP1/UAF1, Ub-Rhodamine cleavage fluorescence | 390,000 tested, 0.23% active | Ubiquitin carboxyl-terminal hydrolase 1 (Homo sapiens), O94782 | Potency, µM (titrated, usually from 57.1 µM), for the others: top-dose activity change, negative = inhibition, actives largely listed as inhibitors | AID 743255, 2014; note: % is set by controls: 0 for no effect and ±100 for the full control effect; nearly all actives have a fitted effect of over 60% in size; inactives centre near -12
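1 nM enzyme complex + cpd, 15 min RT; start with Ub-Rho 150nM final; kinetic fluorescence ex 480/em 540, 6 reads q60 s. Buffer 50mM HEPES pH 7.8, 0.5mM EDTA, 0.1 mg/ml BSA, 1mM TCEP, 0.01% Tween-20.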
12-LOX inh: Primary qHTS assay for inhibitors of human arachidonate 12S-lipoxygenase (ALOX12): Round 2. purified 12hLO, xylenol orange hydroperoxide absorbance. Potency, µM (doses to about 108 µM), inactives show top-dose activity change, negative = inhibition, hits mostly inhibitors. Polyunsaturated fatty acid lipoxygenase ALOX12 (Homo sapiens), P18054. AID 1671190, 2021. 580,000 tested, 1.1% active; note: % is set by controls: 0 for no effect and ±100 for the full control effect
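Hydroperoxide product was detected by ferrous iron/xylenol orange as the 573 to 405 nm absorbance ratio. Arachidonic acid at 40 uM (final) was turned over for 30 min at room temperature by 150 nM human 12hLO, pH 7.0 Hepes buffer, after 15 min compound preincubation.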
mIDH1 inhibitor: qHTS for Inhibitors of mutant isocitrate dehydrogenase 1 (IDH1): qHTS. Potency, µM (doses to about 76.6 µM), inactives show at the highest dose activity change, negative = inhibition, actives largely listed as inhibitors. IDH1-R132H enzyme, NADPH consumption, diaphorase/resazurin fluorescence. AID 602179, 2012. 390,000 tested, 0.093% active. Isocitrate dehydrogenase [NADP] cytoplasmic (Homo sapiens), O75874; note: % is set by controls: 0 for no effect and ±100 for the full control effect; nearly all actives have a fitted effect of over 65% in size
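IDH1-R132H (0.5 ug/mL dispensed) in pH 7.5 Tris buffer was preincubated 30 min with compound, then given a substrate mix of 0.016 mM NADPH and 2 mM alpha-KG for 80 min at room temperature; remaining NADPH was read by diaphorase/resazurin fluorescence.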
RGS4 inhibitor: Inhibitors of Regulator of G Protein Signaling (RGS) 4: qHTS; Transcreener GDP fluorescence polarization, RGS4-accelerated GTP hydrolysis; Potency, µM (titrated, usually from 114 µM), inactives show top-dose activity change, negative = inhibition, most hits filed as inhibitors; 390,000 tested, 0.039% active; note: % is set by controls: 0 for no effect and ±100 for the full control effect; nearly all actives have a fitted effect of over 75% in size; some results filed as inactive show a strong effect at the top dose
Target sequence (P49798 whole entry, looked up): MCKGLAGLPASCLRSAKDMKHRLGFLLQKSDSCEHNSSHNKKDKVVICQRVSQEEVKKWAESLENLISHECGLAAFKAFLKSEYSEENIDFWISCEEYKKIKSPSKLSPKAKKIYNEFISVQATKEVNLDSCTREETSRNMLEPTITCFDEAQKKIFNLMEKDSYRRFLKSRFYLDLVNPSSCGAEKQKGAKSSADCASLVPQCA
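MLSMR compounds (23 nl, pin-transferred) preincubated 10 min at room temperature with a 500nM (2x) first reagent, then RGS4 at 900nM (2x) plus Transcreener GDP mix added; fluorescence polarization (620/688 nm) read before and after 90 min at 30 °C.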
TrxR1 substrate: qHTS Assay for Substrates of Mammalian Selenoprotein Thioredoxin Reductase 1 (TrxR1): qHTS; purified TrxR1 substrate turnover, NADPH consumption readout; 390,000 tested, 0.01% active; Potency, µM (top dose mostly 114 µM), for the others: at the top dose activity change, negative = substrate turnover; note: % is set by controls: 0 for no effect and ±100 for the full control effect; nearly all actives have a fitted effect of over 50% in size
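Rat TrxR1, dispensed at 90 nM, was prereduced with 400 uM NADPH (final) for 5 min at ~22 deg C, then incubated with compound 15 min before 400 uM selenite. A first-read NADPH fluorescence drop versus no-compound background flagged substrates.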
RXFP1 ag: qHTS Assay for Agonists of the Relaxin Receptor RXFP1. HEK293T-RXFP1 cAMP TR-FRET, 30 min; response scale: percent of porcine relaxin response, buffer zero. Potency, µM (series often up to 57.5 µM), for inactives: top-dose activation, actives largely listed as activators. 370,000 tested, 0.3% active. AID 2676, 2010; note: % is set by controls: 0 for no effect and ±100 for the full control effect; nearly all actives have a fitted effect of over 60% in size; many of its hits are not listed in these tables
Target sequence (Q9HBX9 whole entry, looked up): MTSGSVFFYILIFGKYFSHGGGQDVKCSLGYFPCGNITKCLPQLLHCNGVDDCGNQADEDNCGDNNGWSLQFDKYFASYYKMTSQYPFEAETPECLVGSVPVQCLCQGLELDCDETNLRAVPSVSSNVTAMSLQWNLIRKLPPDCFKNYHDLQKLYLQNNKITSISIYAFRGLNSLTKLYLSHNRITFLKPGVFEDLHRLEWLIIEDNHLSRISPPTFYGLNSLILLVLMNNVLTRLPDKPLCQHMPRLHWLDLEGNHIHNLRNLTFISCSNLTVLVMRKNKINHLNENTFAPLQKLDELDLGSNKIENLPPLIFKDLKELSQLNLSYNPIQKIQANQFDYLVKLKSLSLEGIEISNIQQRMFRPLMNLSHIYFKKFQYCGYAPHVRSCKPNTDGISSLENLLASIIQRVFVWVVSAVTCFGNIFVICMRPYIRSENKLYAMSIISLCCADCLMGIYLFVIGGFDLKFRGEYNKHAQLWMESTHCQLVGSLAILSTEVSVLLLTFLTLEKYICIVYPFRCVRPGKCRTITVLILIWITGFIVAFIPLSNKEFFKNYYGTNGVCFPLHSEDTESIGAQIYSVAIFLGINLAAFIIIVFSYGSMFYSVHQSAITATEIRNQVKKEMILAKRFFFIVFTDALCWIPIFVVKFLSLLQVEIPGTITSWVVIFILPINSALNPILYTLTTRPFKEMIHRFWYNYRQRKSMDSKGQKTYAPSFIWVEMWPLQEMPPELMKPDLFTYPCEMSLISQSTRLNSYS
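cAMP rise read by TR-FRET after 30 min, 37C compound exposure (up to 58 uM) in RXFP1-transfected HEK293 cells with Ro 20174 present. EC50 from Hill-equation fits, with 29 nM porcine relaxin as 100% and buffer as basal.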
TrxR1 inh: qHTS Assay for Inhibitors of Mammalian Selenoprotein Thioredoxin Reductase 1 (TrxR1): qHTS; Thioredoxin reductase 1, cytoplasmic (Rattus norvegicus), O89049; recombinant rTrxR1, NADPH fluorescence consumption, selenite substrate; Potency, µM (series often up to 114 µM), without a hit: top-dose activity change, negative = inhibition, most hits filed as inhibitors; 390,000 tested, 1% active; AID 588453, 2011; note: % is set by controls: 0 for no effect and ±100 for the full control effect; nearly all actives have a fitted effect of over 65% in size
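Rat TrxR1 (90 nM in the dispensed reagent) was pre-reduced with 400 uM NADPH for 5 min at room temperature, then incubated with compound for 15 min. After 400 uM selenite was added, NADPH fluorescence (Ex 340/Em 450 nm) was followed for 8 min.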
The depositor's hits bear a star; u = inconclusive; x = not tested or not shown; & = joins results of further samples; [ ] = another dose, or the depositor's remark. Calls come from the whole dose curve; as a rule, active = well fitted curve in the direction sought with a large enough effect; inconclusive = small, poorly fitted or top-dose-only effect, or another doubt; inactive = no such curve, though single readings can be large; an effect the other way counts as inactive or inconclusive. Potency is the fitted concentration of half-maximal effect.

Compound	RGS4 inhibitor	mIDH1 inhibitor	TrxR1 inh	Vif-A3F inh	USP1-UAF1 inh	RXFP1 ag	Vif-A3G inh	12-LOX inh	TrxR1 substrate
CC(=O)c1c(N2CCN(CCO)CC2)nc(=S)n(-c2ccccc2)c1C	1%	16%	9%[57.1 µM]	-8%	-13%	-0.9%	1%	-18%	-6%[57.1 µM]
O=C(CCC1N=C2c3ccccc3N=C(SCc3ccc(Cl)cc3)N2C1=O)NC1CCCCC1 (stereo not given)	6%	0%	21%	-7%	-28%	1.5%	2%	0%	12%
COCc1nnc(NC(=O)c2ccccc2[N+](=O)[O-])s1	10%	4%	-5%	-7%	-18%	2.1%	-6%	-22%	-2%
Cc1csc(NC(=O)CSc2nnc(-c3cc(C)on3)o2)n1	-13%	-6%	-2%	-3%	-2%	-0.1%	4%	-13%	-3%
CC(C)(C)NC(=O)CN(C(=O)Cn1nnc(-c2ccc(Cl)cc2)n1)C1CCN(Cc2ccccc2)CC1	14%	-2%	-11%	-3%	-9%	2.4%	1%	x	-8%
CCN1CCN(Cc2c3ccccc3cc3ccccc23)CC1	-52%	6%	11%[57.1 µM]	12%	-15%	-1.3%	3%	u	12%
CS(=O)(=O)c1cccc(C(=O)Nc2cccc(S(=O)(=O)N3CCCC3)c2)c1	-8%	-5%	11%	10%	-19%	4.1%	0%	9%	4%
O=C(NC1CCCCC1)C1CCCN1C(=O)Nc1ccccc1 (stereo not given)	10%	-3%	13%	-10%	-28%	1.2%	1%	0%	4%
CCOC(=O)c1nn(-c2ccccc2)c(=O)cc1OCC(=O)Nc1cc(C)ccc1C	-11%	-6%	13%	5%	-19%	0.6%	0%	-6%	4%
Cc1ccc(NS(=O)(=O)c2ccc(C(=O)NCc3cccnc3)cc2)cc1	-4%	5%	-8%	2%	-4%	-0.5%	3%	-12%	-11%
O=C(COC(=O)c1cnccn1)c1ccc(Cl)c([N+](=O)[O-])c1	4%	9%	-20%[57.1 µM]	12%	-9%	3.0%	-1%	u	9%[57.1 µM]
COc1cccc(N2CCN(c3ccc4nnc(CCC(=O)O)n4n3)CC2)c1	-3%	0%	-5%	-1%	-21%	21%	-3%	0%	-6%
Cc1ccc(S(=O)(=O)CCC(=O)N2CCN(c3nc4c(C)c(Cl)ccc4s3)CC2)cc1	3%	-5%	8%[57.1 µM]	-4%	-3%	0.8%	0%	u	-8%[57.1 µM]
CCCNC(=O)CSc1nnc(-c2ccc(F)cc2)o1	15%	5%	25%	2%	1%	1.6%	2%	-7%	-1%
CCNC(=O)NC(=O)C(C)SCc1ccccc1C (stereo not given)	-1%	1%	6%	0%	-7%	0.5%	-1%	-3%	2%
Cc1cc(N2CCC(C)CC2)c(F)cc1[N+](=O)[O-]	2%	1%	-1%	2%	-12%	2.2%	-1%	-6%	2%[57.1 µM]
COc1ccc2c(c1)cc(CNc1ccc(OC)c(OC)c1)c(=O)n2CC(=O)Nc1ccc(F)cc1	-12%	-8%	0%	0%	u	1.9%	-6%	0%	-12%
COCCNC(=O)Cn1nc(C(F)(F)F)cc1C	0%	-1%	14%	1%	1%	1.8%	0%	20%	9%
COC(=O)c1sc(NC(=O)COc2ccc(C)cc2)nc1C	9%	9%	25%[57.1 µM]	-6%	-7%	0.0%	0%	-7%&0%	10%[57.1 µM]
CCOc1ccccc1NC(=O)CCN1CCN(S(=O)(=O)c2ccc(Br)cc2)CC1	-3%	4%	24%[57.1 µM]	-30%	1%	0.4%	1%	0%	16%[57.1 µM]
Cn1c2ccccc2c2cc(C(=O)NNC(=O)CCl)sc21	-4%	u	-46%	15%	-16%	0.4%	u	14%	18%
Cc1cccc(N(C)S(=O)(=O)c2ccc3c(c2)C(C)(C)C(=O)N3C)c1	-3%	8%	5%[57.1 µM]	0%	0%	-1.1%	-3%	44%[activator]	5%[57.1 µM]
C=CCn1c(SCC(=O)NC2CC2)nc2ccccc2c1=O	26%	-3%	23%	2%	-20%	0.6%	2%	7%	0%
Cc1ccc(C(=O)OCC(=O)N(C)C2CCS(=O)(=O)C2)cc1[N+](=O)[O-] (stereo not given)	3%	-3%	5%	-1%	-24%	2.9%	3%	-6%	-2%
COc1ccc(C(=O)NCCN2CCOCC2)cc1[N+](=O)[O-]	-36%	9%	3%[57.1 µM]	-7%	-18%	7.1%	-1%	19%	-8%[57.1 µM]
O=C(OCC(=O)N1CCN(C(=O)c2ccco2)CC1)c1sc2ccccc2c1Cl	28%	0%	-18%	1%	-10%	6.4%	3%	-20%	10%[57.1 µM]
NNC(=O)CN(CCc1ccccc1)S(=O)(=O)c1ccc(Cl)cc1	3%	-2%	11%[57.1 µM]	-7%	-17%	3.8%	0%	-2%	6%[57.1 µM]
Cc1ccc(C(=O)Nc2cc(-c3ccn[nH]3)c(C)n(N)c2=O)cc1	2%	4%	19%[57.1 µM]	8%	-8%	3.8%	0%	6%	-7%[57.1 µM]
Cc1csc(SCC(=O)c2c(N)n(C)c(=O)n(C)c2=O)n1	u	10%	22%[57.1 µM]	2%	-15%	-0.4%	0%	0%	10%[57.1 µM]
CCCCn1c(N)c(N(CC)C(=O)C2COc3ccccc3O2)c(=O)[nH]c1=O (stereo not given)	5%	6%	3%	3%	-9%	-0.7%	0%	-17%	1%
CCOC(=O)CSc1nc2ccc(NC(=O)c3ccc(Cl)cc3)cc2s1	-15%	-3%	27%	-5%	u	18%	2%	-4%	10%
Cc1ccc(C(=O)Cc2ccccc2)c(O)c1	9%	-6%	7%	2%	4%	x	-5%	-11%	-9%
Cc1ccc(-n2nc3c(N4CCC(C(=O)NC5CCC(C)CC5)CC4)nnc(C)c3c2C)cc1 (stereo not given)	28%	0%	10%	-8%	-6%	1.0%	-1%	u	4%
Cc1nn(CC(=O)NC2CC2)c(=O)c2cc3ccccc3n12	13%	35%	11%	1%	9%	5.2%	2%	-11%	12%
CC(=O)c1ccc(OCCOc2ccc(C#N)cc2)cc1	15%[11.4 µM]	-6%	5%	3%	-6%	2.4%	1%	11%	1%
CC(Sc1nnc2ccccn12)C(N)=O (stereo not given)	11%	0%	15%	-19%	-19%	0.1%	3%	3%	7%
C=C(C)c1cccc(C(C)(C)NC(=O)Nc2ccc(C)cn2)c1	-2%	4%	-18%	-1%	-13%	1.2%	1%	-5%	-12%
COc1cc(OC)cc(C(=O)N2CCN(C(=O)c3ccc(-c4ccccc4)cc3)CC2)c1	3%	-6%	-33%[57.1 µM]	-8%	-4%	5.1%	-1%	-6%	8%[57.1 µM]
C[C@H](CO)N1C[C@H](C)[C@@H](CN(C)S(=O)(=O)c2cn(C)cn2)Oc2ccc(NC(=O)Cc3ccccc3)cc2C1=O	1%	-2%	-3%	8%	-19%	x	-1%	-9%	-1%
C=CCNC(=S)N(Cc1ccccc1)Cc1ccc(F)cc1	3%	-1%	3%[57.1 µM]	3%	-26%	-1.3%	-6%	-14%	-9%[57.1 µM]
Cn1cc([N+](=O)[O-])c(C(=O)Nc2ccc3c(c2)OCCO3)n1	10%	1%	14%	-9%	-24%	2.7%	u	12%	3%
CC(C)CC(=O)OC(C)(C)[C@@H]1Cc2c(ccc3ccc(=O)oc23)O1	-8%	-6%[38.3 µM]	-14%	2%	u	x	0%	-21%	238%[activator]
CCN(C(=O)c1cn(-c2ccc(OC)cc2)c(=O)c2ccccc12)c1cccc(Cl)c1	9%	u	0%	7%	11%	-0.3%	17%	-18%	-7%
O=C(NC1=NCCS1)C1CC(=O)N(c2ccc(F)cc2)C1 (stereo not given)	2%[11.4 µM]	8%	13%[57.1 µM]	0%	-16%	2.1%	2%	-1%	-3%
CCN(CC(=O)Nc1c(F)cccc1F)C(=O)c1csc2c1CCCC2	-32%	1%	2%	3%	-20%	0.6%	-4%	2%	-5%[57.1 µM]
CCc1ccc(C(C)NC(=O)C2CCCC2)cc1 (stereo not given)	-4%	4%	3%	-1%	-5%	-0.3%	-4%	u	0%

Screening data: PubChem BioAssay, National Center for Advancing Translational Sciences (NCATS)

These rows are one share of the data; count on the stated rates, not on these rows.
